Assay outcomes: PubChem, The Scripps Research Institute Molecular Screening Center
GSTO1 inh – counter-screen for RBBP9 inhibitors: inhibitors of human GSTO1 | P78417 | recombinant GSTO1, activity-based probe fluorescence polarization | inhibition, % at 5.96 µM | 1.1% of 300,000 active;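 active = inhibition above the campaign mean inhibition plus 3 SD, cut at about 35% in these data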;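 note: 0% = GSTO1-1 with DMSO and 100% = wells lacking GSTO1-1 enzyme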
Target sequence (P78417 whole entry, looked up): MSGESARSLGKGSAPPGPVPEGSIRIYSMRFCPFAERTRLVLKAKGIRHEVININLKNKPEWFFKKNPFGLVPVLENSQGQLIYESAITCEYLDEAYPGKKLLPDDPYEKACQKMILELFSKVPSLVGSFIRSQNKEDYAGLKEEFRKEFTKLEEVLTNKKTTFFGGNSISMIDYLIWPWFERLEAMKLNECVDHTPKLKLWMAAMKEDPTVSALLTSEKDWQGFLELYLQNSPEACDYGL
PAFAH1B3 FP inh – inhibitors of human PAFAH1B3; recombinant PAFAH1B3, FP-rhodamine probe, fluorescence polarization; inhibition, % at 3.39 µM; 0.28% of 340,000 active;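 active = inhibition above the screen-wide average of all tested compounds plus 3 SD, cut at about 25% in these data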;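 note: 0% = enzyme with DMSO only and 100% = wells lacking PAFAH1B3 protein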
Target sequence (Q15102 whole entry, looked up): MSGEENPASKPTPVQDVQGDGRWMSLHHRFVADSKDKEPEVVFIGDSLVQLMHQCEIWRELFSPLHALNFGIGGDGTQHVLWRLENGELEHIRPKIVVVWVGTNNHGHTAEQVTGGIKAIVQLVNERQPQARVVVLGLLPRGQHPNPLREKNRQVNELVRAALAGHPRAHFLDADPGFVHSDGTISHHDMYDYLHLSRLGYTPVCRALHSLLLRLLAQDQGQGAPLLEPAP
PAD4 inh – inhibitors of human PAD4. Q9UM07. AID 485272. recombinant PAD4, RCA probe fluorescence polarization. inhibition, % at 6.36 µM. 0.41% of 330,000 active;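 active = percent inhibition above a cutoff equal to the mean of all tested compounds plus 3 SD, cut at about 15% in these data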;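 note: 0% = PAD4 with RCA probe and DMSO and 100% = probe without PAD4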
PAFAH2 FP inh – PAFAH2 (human) inhibition. AID 492956. Q99487. recombinant PAFAH2, FP-rhodamine activity probe, fluorescence polarization. 0.99% of 340,000 active. inhibition, % at 3.39 µM;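 active = inhibition above the mean over all tested compounds plus 3 SD, cut at about 30% in these data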;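 note: inhibitors block probe labeling of enzyme so polarization drops; 0% = enzyme with DMSO and 100% = wells lacking PAFAH2 protein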
LYPLA1 counter – blocks human lysophospholipase 1, a PME1 counter-screen; O75608; recombinant LYPLA1, FP-Rh probe fluorescence polarization; inhibition, % at 5.9 µM; 0.16% of 320,000 active; AID 2174;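 active = inhibition above the mean of all tested compounds plus 3 SD, set per campaign, cut at about 14% in these data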;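 note: inhibitors block serine hydrolase probe labeling of LYPLA1 so polarization falls; 0% = enzyme with DMSO and 100% = wells lacking LYPLA1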
Target sequence (O75608 whole entry, looked up): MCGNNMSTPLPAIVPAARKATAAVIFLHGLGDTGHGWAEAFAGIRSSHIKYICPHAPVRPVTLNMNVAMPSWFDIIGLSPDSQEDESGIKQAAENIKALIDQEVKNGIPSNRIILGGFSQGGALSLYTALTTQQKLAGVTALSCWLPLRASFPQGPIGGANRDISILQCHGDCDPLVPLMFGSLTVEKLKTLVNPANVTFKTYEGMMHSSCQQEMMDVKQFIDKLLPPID
LYPLA2 counter – counter-screen for PME1 inhibitors: inhibitors of human LYPLA2; 0.38% of 320,000 active; recombinant LYPLA2, FP-Rh probe fluorescence polarization; O95372; inhibition, % at 5.9 µM;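 active = inhibition above the screen-wide mean plus 3 SD, limit set per campaign, cut at about 26% in these data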;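 note: 0% = LYPLA2 with DMSO and 100% = wells lacking LYPLA2 enzyme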
PREPL inhibitor – human PREPL enzyme inhibition; Q4J6C6; recombinant PREPL, fluorescence polarization activity-based probe; inhibition, % at 5.96 µM; 0.68% of 320,000 active; AID 2751; in the data active = inhibition above about 43%;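 note: 0% = enzyme with DMSO and 100% = wells lacking enzyme; many of its hits are not listed in these tables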
pPAFAH inh – inhibitors of human plasma PAF acetylhydrolase (pPAFAH) | Q13093 | recombinant pPAFAH, FP-rhodamine probe fluorescence polarization | inhibition, % at 3.39 µM | 1.5% of 330,000 active;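 active = inhibition above the mean inhibition across the screen plus 3 SD, cut at about 25% in these data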;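 note: inhibitors block binding of the rhodamine activity-based probe so polarization drops; 0% = enzyme with DMSO and 100% = wells lacking pPAFAH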
PAFAH1B2 FP inh – PAFAH1B2 (human) inhibition. recombinant PAFAH1B2, FP-rhodamine activity probe, fluorescence polarization. AID 492953. inhibition, % at 3.39 µM. 1.2% of 340,000 active. P68402;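 active = inhibition above the mean of all tested compounds plus 3 SD, cut at about 24% in these data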;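 note: 0% = enzyme with DMSO and 100% = wells lacking PAFAH1B2; many of its hits are not listed in these tables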
Target sequence (P68402 whole entry, looked up): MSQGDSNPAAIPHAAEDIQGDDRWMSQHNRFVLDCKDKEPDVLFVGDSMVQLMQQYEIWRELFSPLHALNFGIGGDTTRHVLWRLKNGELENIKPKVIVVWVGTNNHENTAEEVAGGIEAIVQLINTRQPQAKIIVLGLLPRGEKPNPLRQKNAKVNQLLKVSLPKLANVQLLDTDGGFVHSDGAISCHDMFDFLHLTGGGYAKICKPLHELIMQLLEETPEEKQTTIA
Active calls of the source: *; . = not tested or not shown. Only part of the results is shown; the hit share may differ from the screen's.

SMILES | GSTO1 inh | PAFAH1B3 FP inh | PAD4 inh | PAFAH2 FP inh | LYPLA1 counter | LYPLA2 counter | PREPL inhibitor | pPAFAH inh | PAFAH1B2 FP inh
O=c1oc2c(CN3CCOCC3)c(O)ccc2c2ccccc12 | 8.0 | -0.4 | -0.5 | -4.0 | 2.4 | 4.9 | -5.4 | -0.1 | -0.6
COc1ccc2c(COC(=O)CNC(=O)C34CC5CC(CC(C5)C3)C4)cc(=O)oc2c1 | -0.1 | 9.6 | 0.2 | 2.1 | -3.1 | -4.4 | 13.1 | 6.7 | 6.4
CCOC(=O)Cc1nnc(NC(=O)Nc2ccccc2)s1 | -1.5 | -2.2 | -1.1 | -3.8 | -5.9 | 0.2 | 11.1 | -12.9 | -2.9
O=C(O)C1=C[C@H](C2CC2)C[C@H](OCCCCO)O1 | 10.1 | 9.4 | 0.9 | 4.1 | 2.2 | 8.0 | 5.9 | -4.6 | 1.6
O=C(Nc1cc(C(F)(F)F)ccc1F)C1CCCCC1 | -5.8 | 6.9 | -1.3 | -10.1 | 0.8 | 3.9 | 5.7 | 2.1 | 1.6
COc1ccc2c(c1OC)C(=O)OC2Nc1nc(-c2cc3cc([N+](=O)[O-])ccc3oc2=O)cs1 (configuration not stated) | 2.6 | -2.0 | -3.4 | 1.9 | 5.2 | 6.7 | 15.5 | 3.6 | -5.0
COc1ccc(CCN(C)C(=O)Cn2c(=O)oc3ccccc32)cc1OC | 2.0 | 11.1 | 3.1 | 11.1 | -1.2 | -0.9 | 8.3 | -0.8 | 1.9
COC(=O)c1ccc(CSC2=NC[C@@H]3[C@@H]4C(=O)N(C)C(=O)[C@@H]4[C@](Cc4ccccc4)(C(=O)OC)N23)cc1 | . | 10.8 | 6.2 | 1.2 | . | . | . | 0.2 | 7.3
COc1ccc(C(=O)COC(=O)c2cc3ccccc3oc2=O)c(OC)c1 | -2.8 | 6.6 | -1.1 | 1.5 | -0.1 | 1.8 | 2.5 | 2.2 | -1.4
COc1ccc(CCCC(=O)O)c(C)c1 | 1.7 | 7.0 | 2.4 | 6.0 | 1.7 | -0.2 | 3.0 | 5.5 | 4.1
O=C(NCCCN1CCOCC1)c1ccc2c(c1)N(Cc1cccc(F)c1)C(=O)c1ccccc1S2 | -3.7 | -4.5 | -2.8 | 4.8 | -11.6 | -13.6 | -7.5 | 3.3 | -1.7
O=C(NCCCN1CCOCC1)C1CCC(=O)N1C1CCCCC1 (configuration not stated) | 1.5 | 1.2 | 1.8 | -1.5 | -3.0 | -3.7 | 6.8 | 5.8 | 2.2
Cc1cc(C)c(C#N)c(SCC(=O)N2CCCCC2)n1 | 2.9 | 0.5 | -1.0 | 7.7 | 0.8 | 2.3 | -1.3 | 2.6 | 3.0
COc1ccc(S(=O)(=O)N2CCCCCC2)cc1C(=O)OCC(=O)NC1CCS(=O)(=O)C1 (configuration not stated) | . | -0.1 | 1.1 | 10.3 | . | . | 3.5 | 3.8 | 20.9
O=C(c1ccc2c(c1)OCO2)N(c1ccc(Br)cc1)C1C=CS(=O)(=O)C1 (configuration not stated) | 4.0 | 6.4 | 0.4 | 0.8 | 3.1 | 5.0 | 10.1 | 7.6 | 1.2
O=C(N[C@@H]1C/C=C\C[C@H](CC(=O)N(CCO)Cc2ccccc2)C(=O)NC[C@@H](c2ccccc2)OC1=O)OCC1c2ccccc2-c2ccccc21 | . | -4.2 | -1.9 | -0.2 | . | . | 18.5 | 7.5 | -9.7
COc1ccccc1-c1noc(-c2ccccc2)n1 | -0.3 | 4.2 | -5.0 | -1.8 | 2.2 | 10.3 | -2.9 | 1.3 | 6.1
CCOc1ccc(N2CC(C(=O)NC3CCSC3=O)CC2=O)cc1 (configuration not stated) | 3.3 | 0.3 | -0.7 | 16.2 | 0.1 | 2.1 | -3.0 | 4.5 | 3.7
CCOCC(=O)Nc1nc2ccc(OCC)cc2s1 | 26.1 | 5.0 | 0.0 | 8.3 | 0.0 | 0.7 | 3.5 | 7.0 | 6.2
Cc1ccc(NC(=O)C[n+]2ccccc2)cc1[N+](=O)[O-] | 6.2 | -2.7 | 0.3 | 2.4 | 1.5 | 7.8 | -5.0 | 2.7 | 0.4
N=c1c[n+](-c2ccc(Cl)cc2)[n-]o1 | 1.8 | -1.3 | -0.4 | 8.8 | 2.1 | 6.3 | -7.9 | 9.1 | 31.4*
CC/C(=N\NC(=O)c1c[nH]c2ccccc12)c1cccs1 | -7.4 | 4.8 | 1.3 | 0.4 | -0.4 | -1.0 | 8.2 | -4.2 | 11.2
CC(C)CNC(=S)NC1CC2CCCC(C1)N2Cc1cccs1 (configuration not stated) | 5.3 | 4.6 | -6.9 | 6.4 | -1.1 | -8.8 | 4.4 | 4.5 | 0.1
Cc1ccc(Oc2nc(-c3cccnc3)nc3ccccc23)c([N+](=O)[O-])n1 | -7.0 | -0.7 | -2.7 | 5.6 | 2.8 | -7.7 | -6.9 | 7.6 | 6.1
CCOC(=O)CC1=NN(c2ccccc2)C(=O)/C1=C\c1ccc(OC)cc1OC | 15.7 | -8.4 | -8.4 | -2.4 | 0.9 | 3.8 | 21.3 | 5.4 | 2.3
More structures
SMILES | GSTO1 inh | PAFAH1B3 FP inh | PAD4 inh | PAFAH2 FP inh | LYPLA1 counter | LYPLA2 counter | PREPL inhibitor | pPAFAH inh | PAFAH1B2 FP inh
CCOC(=O)C(NC(=O)c1ccccc1F)(Nc1cc(C)on1)C(F)(F)F (configuration not stated) | 1.4 | 3.3 | 3.9 | -6.2 | 0.8 | 2.1 | -3.6 | 0.3 | 4.5
Cc1ccc(CS(=O)(=O)c2ccccc2-c2nnc(-c3ccc(Cl)cc3)o2)cc1 | 10.2 | 5.9 | 3.4 | -2.2 | 1.4 | 8.2 | 5.0 | -2.2 | -3.2
Cc1ccccc1Cc1c(C)nc2ncnn2c1C | 1.1 | -4.0 | -3.0 | 1.5 | -3.1 | -1.8 | -4.1 | 2.0 | -1.2
N#CC1(C#N)C(c2ccccc2)OC23CCCCC2C1(C#N)C(=N)O3 (configuration not stated) | 29.4 | 20.4 | 11.7 | 25.9 | 9.2 | 4.3 | 12.5 | 15.8 | 15.0
O=C(COC(=O)CCSc1ccccc1)Nc1ccc(F)cc1Cl | 1.7 | 3.5 | -0.5 | 7.8 | -3.9 | -5.7 | -14.7 | 14.7 | 10.5
O=[N+]([O-])c1ccc(CN2CCOCCOCCOCC2)cc1 | 7.5 | -1.1 | -2.0 | -8.9 | 2.3 | 4.7 | 3.9 | 6.0 | -2.1
CCN(CC)CCN(C(=O)CCOc1ccccc1)c1nc2ccc(F)cc2s1 | 10.0 | 3.4 | -1.5 | -2.9 | -2.8 | 5.1 | 5.4 | 2.3 | 2.0
COc1ccc(NC(=S)NCCc2ccc(Cl)cc2)c(OC)c1 | 0.6 | 5.4 | 5.1 | -1.3 | 0.6 | -6.0 | -1.7 | 2.7 | 14.2
CCN(CC)c1ccc(Nc2nc(Cl)ncc2Br)cc1 | -2.9 | 14.8 | 1.3 | -1.6 | -3.4 | 0.4 | 10.9 | 8.2 | 4.4
C=CCSc1nc2c(c(=O)[nH]c(=O)n2C)n1C/C=C(/C)Cl | 8.2 | 1.0 | -0.7 | 0.2 | 1.1 | -2.7 | 3.7 | 5.8 | 6.9
COc1ccc2nc(Nc3nc(C)c(C(C)=O)s3)sc2c1 | -4.9 | 9.3 | 3.2 | 5.7 | 6.7 | 10.5 | 19.9 | 16.8 | 10.3
O=C1CC(c2ccc3c(c2)OCO3)c2cc3c(cc2N1)OCO3 (configuration not stated) | -4.9 | 7.1 | -1.6 | -5.5 | 1.7 | 15.5 | 16.1 | 6.7 | 3.4
CCOc1ccc(/C=C2\CCc3ccccc3C2=O)cc1 | 1.4 | 11.4 | -8.3 | 1.7 | -3.0 | -9.4 | 12.1 | -3.4 | 1.8
COc1ccc(NC(=O)CSc2nc(SC)ns2)c(OC)c1 | 8.5 | -9.6 | 4.7 | 8.2 | 4.1 | 2.5 | 8.0 | -3.3 | -2.0
CCOC(=O)c1sc(NC(=O)C2CC2)nc1C | 4.3 | -0.2 | -2.8 | -7.8 | -1.4 | 2.7 | -1.4 | -2.0 | 5.6
N#Cc1c(/N=C/N2CCOCC2)sc2c1CCCCC2 | 4.7 | 5.5 | -8.5 | -6.4 | 1.2 | 4.5 | -0.5 | 10.2 | 5.1
COc1cccc(N2CC(C(=O)Nc3ccc(F)cc3)CC2=O)c1 (configuration not stated) | 7.7 | 0.3 | -0.7 | 2.2 | 1.7 | 1.1 | 16.4 | 0.5 | -1.3
O=C(COC(=O)c1ccc(S(=O)(=O)N2CCOCC2)cc1)Nc1ccccc1OC(F)F | . | -1.2 | -3.5 | -9.0 | . | . | 6.3 | 5.7 | 6.6
Oc1ccc(-c2cn3c(n2)SCC3)cc1O | 53.4* | 12.0 | -0.1 | 22.6 | -2.6 | 1.7 | 8.2 | 56.0* | 5.1
Cc1nnc(N/N=C/C2CC=CCC2)[nH]c1=O (configuration not stated) | -3.8 | 5.3 | -0.6 | 4.5 | -1.9 | -2.5 | 18.9 | -0.1 | 3.5
COc1ccc(C2CC(=O)N3C(=C2C#N)SCC3(O)c2ccccc2)cc1 (configuration not stated) | -140.8 | 4.0 | -9.1 | 0.9 | -2.5 | -2.1 | 8.7 | 10.0 | -0.2
COc1ccc2oc(C(=O)OCC(=O)NCC3CCCO3)c(C)c2c1 (configuration not stated) | 4.0 | 2.3 | 0.5 | 9.5 | 1.5 | 5.5 | 1.6 | 4.6 | 1.5
CCc1ccccc1NC(=O)CSc1nnc([C@@H](NC(=O)OC(C)(C)C)C(C)C)o1 | 1.0 | 3.3 | -1.4 | 2.4 | 0.0 | -3.2 | -4.5 | 3.0 | 6.1
Cc1nnc(NC(=O)C2CCCN(c3ncccn3)C2)s1 (configuration not stated) | 2.5 | 5.8 | -2.9 | 4.7 | -4.2 | -4.6 | -1.7 | -3.6 | 4.3
Cc1nn2c(NCc3ccccn3)cc(C(C)(C)C)nc2c1-c1ccccc1 | 8.4 | 6.1 | -3.2 | 4.0 | 1.6 | 3.5 | -3.4 | 1.8 | 6.1
COCCN(Cc1cc2cc(C)c(C)cc2nc1Cl)C(=O)N1CCOCC1 | 12.9 | 0.2 | 3.2 | 3.9 | -1.8 | 8.4 | 5.9 | 0.3 | 6.6
CN(Cc1ccccc1)c1ccc(N2C(=O)CCCC2=O)cc1[N+](=O)[O-] | 6.1 | 4.2 | -9.3 | -0.5 | -2.4 | -3.3 | 4.4 | -0.7 | 7.3
COC(=O)c1sccc1S(=O)(=O)Nc1ccc(N2CCCCC2)cc1 | 6.9 | 3.0 | 4.0 | -5.2 | 2.9 | 7.0 | -1.6 | -3.6 | -0.1
COc1cc(OC)cc(-c2c(-c3ccc(F)cc3)c3cc(Br)ccc3n2C)c1 | . | 10.8 | 1.7 | -0.7 | -3.4 | -4.3 | -2.5 | -0.8 | 4.2

Three records picked at random from those above, as already listed:
SMILES | GSTO1 inh | PAFAH1B3 FP inh | PAD4 inh | PAFAH2 FP inh | LYPLA1 counter | LYPLA2 counter | PREPL inhibitor | pPAFAH inh | PAFAH1B2 FP inh
Cc1ccc(CS(=O)(=O)c2ccccc2-c2nnc(-c3ccc(Cl)cc3)o2)cc1 | 10.2 | 5.9 | 3.4 | -2.2 | 1.4 | 8.2 | 5.0 | -2.2 | -3.2
COc1ccc(C2CC(=O)N3C(=C2C#N)SCC3(O)c2ccccc2)cc1 (configuration not stated) | -140.8 | 4.0 | -9.1 | 0.9 | -2.5 | -2.1 | 8.7 | 10.0 | -0.2
O=[N+]([O-])c1ccc(CN2CCOCCOCCOCC2)cc1 | 7.5 | -1.1 | -2.0 | -8.9 | 2.3 | 4.7 | 3.9 | 6.0 | -2.1
